All columns: NCI-60 one-dose screen, growth in % after 48 h at 10 µM unless noted; 100 = growth as untreated, 0 = no growth, -100 = all killed.
SK-OV-3: SK-OV-3 ovarian cancer cells | 80,000 compounds, 3.2% hits | AID 1794785
OVCAR-5: OVCAR-5 ovarian cancer; 82,000 compounds, 2.9% hits
OVCAR-4: OVCAR-4 ovarian cancer cells; 80,000 compounds, 3.7% hits
DU-145: DU-145 prostate cancer. 81,000 compounds, 4.2% hits
IGROV1: IGROV1 ovarian cancer; 79,000 compounds, 4.7% hits
OVCAR-8: OVCAR-8 ovarian cancer; 81,000 compounds, 4.4% hits
OVCAR-3: OVCAR-3 ovarian cancer; 79,000 compounds, 7% hits
PC-3: PC-3 prostate cancer cells; 80,000 compounds, 3.9% hits
Active calls of the source: *; / = not tested or not shown. The calls were made as follows: active = growth percent below 10; inactive = the rest.

| SMILES | SK-OV-3 | OVCAR-5 | OVCAR-4 | DU-145 | IGROV1 | OVCAR-8 | OVCAR-3 | PC-3 |
| --- | --- | --- | --- | --- | --- | --- | --- | --- |
| COc1cc(C2C=C(c3ccc(NCc4nccc(OCC(F)(F)F)c4C)cc3)NC(N)=N2)cc(OC)c1OC (stereo unspecified) | 106 | 106 | 94 | 86 | 109 | 95 | 88 | 91 |
| CC1(C)CC(N2CCOCC2)=CC(=S)N1 | 111 | 113 | 108 | 114 | 114 | 108 | 113 | 106 |
| N#Cc1c(-c2ccc(Cl)cc2)cc(-c2cc(O)ccc2O)nc1N | 45 | 87 | 23 | 22 | 7.3* | 1.5* | -17* | / |
| COC(=O)[C@@H](Cc1ccccc1)NC(=O)[C@H](Cc1ccccc1)NCc1cccc(O)c1 | 88 | 114 | 108 | 105 | 101 | 103 | 101 | 80 |
| Cc1ccc2nc(C(F)(F)F)cc(NN)c2c1 | 106 | 112 | 111 | 111 | 101 | 97 | 108 | 92 |
| O=S(=O)(O)c1ccc(N=Nc2ccc(O)c3ccccc23)cc1 | 102 | 99 | 114 | 115 | 84 | 104 | 112 | 91 |
| CCn1cnc2c(=S)nc[nH]c21 | / | 104 | 109 | 119 | / | 99 | 125 | 102 |
| Cc1nn(-c2ccccc2)c2c1C1C(=C(c3cccs3)N2)C(=O)N(Cc2ccccc2)c2ccccc21 (stereo unspecified) | 95 | 124 | 95 | 102 | 110 | 89 | 91 | 74 |
| COc1ccc(CCn2c(=O)sn(CCCl)c2=O)cc1 | 93 | 108 | 104 | 108 | 106 | 96 | 104 | 93 |
| OC1CCN(CCCOc2c3ccccc3nc3c2oc2ccccc23)CC1 | -11* | -8.6* | 4.9* | 1.3* | -37* | -45* | -19* | -1.5* |
| Clc1nc2ccc(Br)cc2cc1Cn1nnc(Cc2ccccc2)n1 | 89 | 100 | 100 | 102 | 88 | 100 | 90 | / |
| CC1=C2[C@@H](CC1)[C@]1(C)O[C@@](C3CCCCC3)(C[C@H]1O)[C@H]2OC(=O)/C=C/c1ccccc1 | 87 | 85 | 77 | 98 | 89 | 85 | 93 | 62 |
| COc1cc(/C=C2\Oc3cc(OCCN4CCCC4)ccc3C2=O)cc(OC)c1 | / | 106 | 86 | 91 | 99 | 91 | 91 | 89 |
| C[N+](C)(C)CC(=O)c1ccc2ccccc2c1 | 89 | 109 | 112 | 104 | 109 | 107 | 101 | 89 |
| c1ccc(-c2ccc3c(c2)C2(CCNCC2)CN3)cc1 | 79 | 98 | 91 | 99 | 73 | 99 | 86 | 87 |
| COc1cc2c(cc1OC)C(c1ccc(N=Cc3ccc(N(C)C)cc3)cc1)N(C(=S)Nc1cc(Cl)ccc1Cl)CC2 (stereo unspecified) | 98 | 98 | 76 | 98 | 97 | 86 | 95 | 80 |
| COc1ccc(/C=C/c2nc(Nc3cccc(NC(=O)Nc4ccc(Cl)cc4)c3)c3ccccc3n2)cc1 | 94 | 95 | 98 | 104 | 92 | 101 | 98 | 93 |
| CCc1cc2c(cc1C(C)=O)C(C)CCC2(C)CC (stereo unspecified) | 104 | 97 | 106 | 104 | 92 | 105 | 115 | 97 |
| CC1CC(O)CC(C)(C)C1.CC1CC(O)CC(C)(C)C1.CC1CC(O)CC(C)(C)C1.CC1CC(O)CC(C)(C)C1.[Ti] (stereo unspecified) | 91 | 114 | 127 | 121 | 101 | 106 | 122 | 90 |
| Cc1ccc(S(=O)(=O)N/N=C/C(O)C(O)C(O)C(O)CO)cc1 (stereo unspecified) | 96 | 98 | 107 | 105 | 107 | 103 | 106 | 99 |

Next section
| SMILES | SK-OV-3 | OVCAR-5 | OVCAR-4 | DU-145 | IGROV1 | OVCAR-8 | OVCAR-3 | PC-3 |
| --- | --- | --- | --- | --- | --- | --- | --- | --- |
| COc1ccc(/C(C)=N/Nc2ccc([N+](=O)[O-])cc2[N+](=O)[O-])cc1 | 102 | 103 | 98 | 105 | 95 | 105 | 109 | 91 |
| Cc1nn(C)c2ncnc(Nc3ccccc3Cl)c12 | 100 | 98 | 108 | 96 | 102 | 103 | 107 | 110 |
| O=C1/C(=C/c2ccccc2)COc2ccc(O)cc21 | 124 | 104 | 100 | 88 | 105 | 96 | 99 | 84 |
| O=C1CCC(NNS(=O)(=O)c2ccccc2)N1 (stereo unspecified) | 115 | 86 | 113 | 100 | 103 | 104 | 104 | 106 |
| O=C1/C(=C/c2ccc(OCc3ccccc3)cc2)Oc2cc(O)ccc21 | 108 | 108 | 92 | 93 | 104 | 92 | 98 | 100 |
| COc1ccccc1C(=O)Nc1cccc(-c2cc(=O)c3ccccc3o2)c1 | 105 | 87 | 101 | 96 | 100 | 89 | 118 | 97 |
| CN(C)c1ccc(/C=C/C2NC(C(=O)Nc3ccc(-c4n[nH]c(=S)o4)cc3)CS2)cc1 (stereo unspecified) | 108 | 114 | 106 | 107 | 114 | 100 | 109 | 101 |
| COc1ccc(/C=C(\C#N)c2nc3ccccc3s2)cc1 | 100 | 116 | 86 | 112 | 118 | 98 | 112 | 102 |
| CCOC(=O)CN1C2=C(C(=O)CC(C)(C)C2)C(c2cccs2)C2=C1CC(C)(C)CC2=O | 84 | 105 | 93 | 112 | 80 | 97 | 113 | 80 |
| Cc1cc(C)c(C)c(C(=O)O)c1C | 107 | 92 | 105 | 102 | 105 | 100 | 103 | 96 |
| O=C(N/N=C/c1cccc(C(F)(F)F)c1)c1cc(-c2nc3ccccc3[nH]2)nc2ccccc12 | 100 | 109 | 91 | 95 | 94 | 101 | / | 92 |
| O=C(Nc1ccc(Cc2ccc(NC(=O)Nc3nc4ccccc4s3)cc2)cc1)Nc1nc2ccccc2s1 | 95 | 86 | 82 | 57 | 67 | 46 | 69 | 43 |
| O=C1NCN(CCN2CCNC2=O)CN1 | 97 | 104 | 109 | 111 | 101 | 104 | 120 | 99 |
| CN(C)c1cccc2c(S(=O)(=O)Nc3ccc4oc(N=C(N)N)nc4c3)cccc12 | 108 | 93 | 86 | 110 | 82 | 96 | 101 | 95 |
| NNC(=O)c1cc(-c2ccc(Cl)cc2)n(-c2ccc(S(N)(=O)=O)cc2)n1 | 97 | 104 | 99 | 100 | 94 | 95 | 104 | 94 |
| COc1cc(-c2nnc(Nc3c(C)cccc3C)o2)ccc1O | 108 | 86 | 109 | 100 | 101 | 115 | 87 | 91 |
| CCCCSc1nc(Nc2ccc(C(C)=O)cc2)c(C#N)c(-c2ccccc2)n1 | 120 | 74 | 73 | 96 | 67 | 37 | 99 | 99 |
| c1ccc2c(-c3nc(N4CCOCC4)c4c5c(sc4n3)CCCCCC5)cccc2c1 | 111 | 103 | 106 | 119 | 112 | 101 | / | 95 |
| CC(=O)NCC(N)=S | 106 | 93 | 98 | 129 | 103 | 103 | 119 | 95 |
| OCC1C(O)CON(c2ccccc2)C1c1ccccc1 (stereo unspecified) | 115 | 98 | 103 | 104 | 107 | 103 | 108 | 107 |

New compounds follow:
| SMILES | SK-OV-3 | OVCAR-5 | OVCAR-4 | DU-145 | IGROV1 | OVCAR-8 | OVCAR-3 | PC-3 |
| --- | --- | --- | --- | --- | --- | --- | --- | --- |
| CCC(=O)c1sc(Nc2ccc(Cl)cc2C)nc1N | 93 | 92 | 104 | 106 | 111 | 106 | 106 | 93 |
| C=CCn1c(SCC(=O)Nc2ccc(C(=O)/C=C/c3ccc(Cl)cc3)cc2)nnc1-c1cc(-c2ccccc2)nc2ccccc12 | 100 | 90 | 44 | 96 | -62* | 26 | 64 | 70 |
| O=C1CC(N2C(=O)/C(=C/C=C/c3ccccc3)SC2=S)C(=O)N1c1ccc(Br)cc1 (stereo unspecified) | 95 | 99 | 87 | 84 | 82 | 80 | 103 | 78 |
| Cc1cc(-c2ccc(Cl)cc2)n(Cc2nnc(SCC(=O)Nc3ccc(S(N)(=O)=O)cc3)n2-c2ccc([N+](=O)[O-])cc2)n1 | 112 | 99 | 87 | 101 | 97 | 89 | / | 56 |
| CCN1C(=O)N(CC)C2Nn3c(s/c(=C\c4ccc[nH]4)c3=O)=NC21 (stereo unspecified) | 107 | 103 | 105 | 107 | 99 | 107 | 106 | 105 |
| CCOC(=O)c1ccc(NC(=O)CN2C(=O)/C(=C3\SC(=S)N(CCC(=O)O)C3=O)c3ccccc32)cc1 | 101 | 111 | 104 | 100 | 90 | 88 | 106 | 95 |
| CC(=O)N1N=C(c2ccc(Nc3nc(Nc4ccc(F)cc4)nc(Nc4ccc(F)cc4)n3)cc2)CC1c1ccccc1 (stereo unspecified) | 89 | 72 | 95 | 116 | 117 | 83 | 141 | 70 |
| O=C(COc1ccc(/C=C2\C(=O)Nc3ccc(F)cc32)cc1)Nc1ccccc1 | 97 | 96 | 100 | 104 | 109 | 99 | / | 95 |
| CC(C)C[C@H](NC(=O)Cn1ccc2ccccc2c1=O)B(O)O | 97 | 77 | 93 | 74 | 107 | 88 | 42 | 87 |
| O=C(Nc1ccc(O)cc1)Nc1ccc(O)cc1 | 104 | 97 | 114 | 113 | 115 | 96 | 116 | 91 |
| Cc1ccc(S(=O)(=O)Nc2nc(Cl)c(C#N)c(-c3ccc(Cl)cc3)n2)cc1 | 82 | 112 | 98 | 116 | 105 | 103 | 111 | 102 |
| O=C(CCCCCCN1CC(=O)N2[C@H](c3ccc(Cl)cc3)c3[nH]c4ccccc4c3C[C@@H]2C1=O)NO | 63 | 60 | 74 | 72 | 33 | 52 | 57 | 48 |
| CC1=CC=CC(C)C(=O)N1 (stereo unspecified) | 111 | 100 | 101 | 110 | 106 | 107 | 105 | 93 |
| O=[N+]([O-])c1ccc(SNc2ccccc2)c([N+](=O)[O-])c1 | 102 | 96 | 73 | 93 | 95 | 88 | 99 | 74 |
| CC(C)(C)NCCCCCO | 102 | 103 | 105 | 102 | 101 | 105 | 107 | 97 |
| C=C1C(=O)O[C@H]2[C@H]1CC/C(COC(=O)CCCCCC(=O)OC/C1=C/CC[C@@]3(C)O[C@H]3[C@H]3OC(=O)C(=C)[C@@H]3CC1)=C\CC[C@@]1(C)O[C@@H]21 | 95 | 51 | 37 | 22 | 7.4* | 12 | 1.8* | 30 |
| O=C(c1ccccc1)c1c(/C=C/c2ccc(Cl)cc2)nc2ccccc2c1/C=C/c1cccs1 | 97 | 98 | 96 | 107 | 94 | 98 | 95 | 92 |
| CCC(=O)N1CCNc2nc(N)[nH]c(=O)c21 | 104 | 99 | 107 | 110 | 103 | 95 | 110 | 89 |
| CCN1C(=O)N(CC)C2C1NN=c1s/c(=C\c3ccc(C(F)(F)F)cc3)c(=O)n12 (stereo unspecified) | 37 | 27 | 46 | 6.7* | 19 | -2.8* | 3.2* | 23 |
| CC1(C)CC(=O)C(c2ccc([N+](=O)[O-])cc2)=C(O)c2ccccc21 | 114 | 96 | 107 | 113 | 104 | 100 | 122 | 77 |

For reference, some entries already given.
| SMILES | SK-OV-3 | OVCAR-5 | OVCAR-4 | DU-145 | IGROV1 | OVCAR-8 | OVCAR-3 | PC-3 |
| --- | --- | --- | --- | --- | --- | --- | --- | --- |
| CCOC(=O)c1ccc(NC(=O)CN2C(=O)/C(=C3\SC(=S)N(CCC(=O)O)C3=O)c3ccccc32)cc1 | 101 | 111 | 104 | 100 | 90 | 88 | 106 | 95 |
| CC(=O)N1N=C(c2ccc(Nc3nc(Nc4ccc(F)cc4)nc(Nc4ccc(F)cc4)n3)cc2)CC1c1ccccc1 (stereo unspecified) | 89 | 72 | 95 | 116 | 117 | 83 | 141 | 70 |
| O=C(COc1ccc(/C=C2\C(=O)Nc3ccc(F)cc32)cc1)Nc1ccccc1 | 97 | 96 | 100 | 104 | 109 | 99 | / | 95 |
| CC(C)C[C@H](NC(=O)Cn1ccc2ccccc2c1=O)B(O)O | 97 | 77 | 93 | 74 | 107 | 88 | 42 | 87 |
| O=C(Nc1ccc(O)cc1)Nc1ccc(O)cc1 | 104 | 97 | 114 | 113 | 115 | 96 | 116 | 91 |
| Cc1ccc(S(=O)(=O)Nc2nc(Cl)c(C#N)c(-c3ccc(Cl)cc3)n2)cc1 | 82 | 112 | 98 | 116 | 105 | 103 | 111 | 102 |
| O=C(CCCCCCN1CC(=O)N2[C@H](c3ccc(Cl)cc3)c3[nH]c4ccccc4c3C[C@@H]2C1=O)NO | 63 | 60 | 74 | 72 | 33 | 52 | 57 | 48 |
| CC1=CC=CC(C)C(=O)N1 (stereo unspecified) | 111 | 100 | 101 | 110 | 106 | 107 | 105 | 93 |
| O=[N+]([O-])c1ccc(SNc2ccccc2)c([N+](=O)[O-])c1 | 102 | 96 | 73 | 93 | 95 | 88 | 99 | 74 |
| CC(C)(C)NCCCCCO | 102 | 103 | 105 | 102 | 101 | 105 | 107 | 97 |
| C=C1C(=O)O[C@H]2[C@H]1CC/C(COC(=O)CCCCCC(=O)OC/C1=C/CC[C@@]3(C)O[C@H]3[C@H]3OC(=O)C(=C)[C@@H]3CC1)=C\CC[C@@]1(C)O[C@@H]21 | 95 | 51 | 37 | 22 | 7.4* | 12 | 1.8* | 30 |
| O=C(c1ccccc1)c1c(/C=C/c2ccc(Cl)cc2)nc2ccccc2c1/C=C/c1cccs1 | 97 | 98 | 96 | 107 | 94 | 98 | 95 | 92 |
| CCC(=O)N1CCNc2nc(N)[nH]c(=O)c21 | 104 | 99 | 107 | 110 | 103 | 95 | 110 | 89 |
| CCN1C(=O)N(CC)C2C1NN=c1s/c(=C\c3ccc(C(F)(F)F)cc3)c(=O)n12 (stereo unspecified) | 37 | 27 | 46 | 6.7* | 19 | -2.8* | 3.2* | 23 |
| CC1(C)CC(=O)C(c2ccc([N+](=O)[O-])cc2)=C(O)c2ccccc21 | 114 | 96 | 107 | 113 | 104 | 100 | 122 | 77 |
